# Compound activity as filed in PubChem.
# M5 antag = CHRM5 antagonism in calcium assay | inhibition, % at 3 µM | CHO-hM5 cells, Fluo-8 calcium fluorescence, ACh EC80 | AID 624040 | P08912 | actives 0.59% (n = 360,000);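 active = inhibition above a per-plate cutoff, the mean of that plate's test compounds plus 3 SD, cut at about 27% in these data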;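 note: 0% = acetylcholine EC80 with DMSO and 100% = DMSO without agonist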
# Target sequence (P08912 whole entry, looked up): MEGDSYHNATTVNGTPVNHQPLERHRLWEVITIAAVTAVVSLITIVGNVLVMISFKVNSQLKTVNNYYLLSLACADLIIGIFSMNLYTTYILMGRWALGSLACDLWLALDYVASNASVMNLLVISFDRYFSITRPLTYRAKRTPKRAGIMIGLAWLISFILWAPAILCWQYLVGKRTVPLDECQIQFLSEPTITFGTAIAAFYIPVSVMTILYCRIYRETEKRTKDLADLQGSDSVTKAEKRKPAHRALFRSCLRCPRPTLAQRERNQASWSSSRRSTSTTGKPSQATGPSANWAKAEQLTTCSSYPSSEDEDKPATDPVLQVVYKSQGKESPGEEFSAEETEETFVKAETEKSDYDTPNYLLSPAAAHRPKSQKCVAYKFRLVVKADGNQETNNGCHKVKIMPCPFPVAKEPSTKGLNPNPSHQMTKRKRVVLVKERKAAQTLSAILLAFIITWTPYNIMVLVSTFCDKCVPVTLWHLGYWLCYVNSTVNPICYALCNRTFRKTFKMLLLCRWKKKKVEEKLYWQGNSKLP
# CHRM5 PAM = potentiates acetylcholine response at human M5 receptor; P08912; CHO-K1 hM5, Fluo-8 calcium, ACh EC20 PAM; 0% = ACh EC20, 100% = ACh EC100; activation, % at 3 µM; actives 0.3% (n = 360,000); AID 624038;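 active = activation above the run cutoff, the mean activation of all test compounds plus 3 SD, cut at about 18% in these data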
#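 Test system: CHO-K1 hM5 cells / Doses: single-point, 3 µM nominal / Times: Post-acetylcholine fluorescence recording 140 s / Technique: Fluo-8 calcium fluorescence / Measure: Max/basal fluorescence ratio as % of EC20–EC100 ACh window / Benchmarks: low control EC20 acetylcholine (0%), high control EC100 acetylcholine (100%) / Replicates: one well per compound, no replicates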
# CHO-K1 Ca ag = M1 agonist counterscreen hit in parental CHO-K1 cells; Fluo-8 calcium fluorescence; scaled to maximal ATP response, vehicle zero; activation, % at 3 µM; actives 0.48% (n = 360,000); AID 602248; in the data active = activation above about 15%;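 note: untransfected CHO-K1 host cells lacking M1 receptor as counterscreen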
# CHRM5 agonist = agonists of human muscarinic M5 receptor (CHRM5); AID 624037; P08912; CHO-K1 hM5 cells, Fluo-8 calcium fluorescence; 0% DMSO wells, 100% maximal acetylcholine response; actives 0.19% (n = 360,000); activation, % at 3 µM;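 active = activation above the run's mean over test compounds plus 3 SD, cut at about 23% in these data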;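 note: signal is peak over basal fluorescence ratio across the kinetic read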
# CHRM4 PAM = CHRM4 positive allosteric modulation. AID 624126. CHO-K1 hM4/Gqi5, Fluo-8 calcium fluorescence, ACh EC20; 0% = ACh EC20, 100% = maximal ACh. P08173. actives 0.4% (n = 360,000). activation, % at 3 µM;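 active = activation above its plate's cutoff, the mean activation of sample wells plus 3 SD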; note: some results filed as inactive read as strong as hits
# Target sequence (P08173 whole entry, looked up): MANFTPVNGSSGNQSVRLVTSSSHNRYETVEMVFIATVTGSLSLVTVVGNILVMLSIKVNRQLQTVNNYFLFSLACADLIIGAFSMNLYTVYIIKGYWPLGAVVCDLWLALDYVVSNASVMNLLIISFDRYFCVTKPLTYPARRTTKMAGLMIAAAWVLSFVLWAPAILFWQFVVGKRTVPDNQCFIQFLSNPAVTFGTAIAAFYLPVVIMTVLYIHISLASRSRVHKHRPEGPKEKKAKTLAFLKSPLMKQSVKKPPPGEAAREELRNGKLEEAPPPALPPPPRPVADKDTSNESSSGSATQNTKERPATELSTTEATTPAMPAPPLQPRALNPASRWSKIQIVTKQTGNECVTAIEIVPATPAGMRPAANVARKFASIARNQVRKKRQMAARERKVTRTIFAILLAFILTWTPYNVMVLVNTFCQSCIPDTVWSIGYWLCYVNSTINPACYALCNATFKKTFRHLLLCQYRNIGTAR
# M4 ag = CHRM4 agonism in calcium assay | actives 0.14% (n = 360,000) | P08173 | CHO-K1 hM4/Gqi5, Fluo-8 calcium fluorescence; vehicle 0%, full acetylcholine response 100% | activation, % at 3 µM;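 active = activation above the run mean over all test wells plus 3 SD, cut at about 32% in these data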;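 note: peak over basal fluorescence ratio per well then scaled between controls; 0% = DMSO wells and 100% = acetylcholine at EC100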
# CHO-K1 Ca antag = nonselective inhibitor or artifact in parental CHO-K1 cells; ATP-induced calcium, Fluo-8 fluorescence; inhibition, % at 3 µM; actives 0.6% (n = 360,000);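 active = inhibition above a per-plate cutoff, the plate's mean sample inhibition plus 3 SD, cut at about 24% in these data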;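 note: 0% = DMSO plus EC80 ATP and 100% = DMSO alone without ATP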
# CHO-K1 Ca PAM = nonselective activator or artifact in parental CHO-K1 calcium assay; ATP EC20, Fluo-8 calcium fluorescence; 0% at ATP EC20, 100% at ATP max; activation, % at 3 µM; actives 0.02% (n = 360,000); AID 602247;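 active = activation above the run cutoff, the mean activation of all test compounds plus 3 SD, cut at about 40% in these data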;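 note: peak over basal fluorescence ratio in a 140 s read after ATP addition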
# CHRM4 antagonist = antagonists of human muscarinic M4 receptor (CHRM4); P08173; actives 0.73% (n = 360,000); CHO-hM4 cells, ACh EC80, Fluo-8 calcium fluorescence; inhibition, % at 3 µM;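 active = inhibition above its plate's cutoff, the mean inhibition of sample wells plus 3 SD, cut at about 27% in these data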;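 note: 0% = acetylcholine EC80 with DMSO and 100% = DMSO without agonist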
# * = called active by the depositor.
SMILES,M5 antag,CHRM5 PAM,CHO-K1 Ca ag,CHRM5 agonist,CHRM4 PAM,M4 ag,CHO-K1 Ca antag,CHO-K1 Ca PAM,CHRM4 antagonist
CCN=C(NCC)SC1CC(=O)N(c2ccc(OC)cc2)C1=O (centres undefined),17,-22,8.5,7,-9,30,3,3,19
COc1ccc(NC(=O)Cc2nnc(SCC(=O)NC3CCCCC3C)n2C)cc1 (centres undefined),0,-1,0.5,-1,0,0,-10,-3,0
Cc1nc2c(cc1C#N)C(=O)c1ccccc1-2,-12,-4,2.8,0,-3,2,-13,17,10
Cc1ccc(S(=O)(=O)NCCC(=O)NNC(=O)c2ccccc2O)cc1C,3,2,0.4,3,-1,0,-5,3,-5
O=C1CCC/C=C/C[C@@H](CC(=O)N(CCO)Cc2ccccc2)C(=O)NC[C@@H](c2ccccc2)O1,8,-4,-0.2,2,8,2,-7,5,-5
CCc1nnc(NC(=O)c2ccc3c(c2)C(=O)N(C(C)(C)C)C3=O)s1,1,-5,0.1,2,3,0,1,5,-1
O=C(COc1ncnc2ccccc12)Nc1cc([N+](=O)[O-])ccc1Cl,5,3,-0.3,-3,6,-1,2,12,-20
CCOC(=O)c1cnc(-n2nc(C)cc2C)nc1NCCO,-1,-2,0.6,0,-1,1,1,10,-3
COc1cccc(/C=N/c2oc(-c3ccccc3)cc2C#N)c1O,5,-2,0.1,-2,-1,-1,-4,-3,-3
CCN(C(=O)COC(=O)c1ccc(=O)n(Cc2ccccc2)n1)C1CCS(=O)(=O)C1 (centres undefined),-2,4,0.7,2,13,1,-3,14,-19
CCN1CCN(C(=O)c2ccc(CNS(=O)(=O)c3cccc(OC)c3)cc2)CC1,-15,6,0.1,-5,8,2,1,-11,-13
CC(=O)c1cc(N2CCOCC2)ccc1[N+](=O)[O-],6,5,0.3,-1,0,2,-13,11,3
CN(C)S(=O)(=O)c1ccc2nnn(OCC(=O)NC3CCS(=O)(=O)C3)c2c1 (centres undefined),11,-10,0.4,0,7,2,-10,-12,-1
O=C(COC(=O)C12CC3CC(CC(C3)C1)C2)NC12CC3CC(CC(C3)C1)C2,4,0,-0.3,0,-7,-2,1,6,1
COc1ccccc1NC(=O)N1CCN(c2ccc3nnc(-c4ccc(F)cc4)n3n2)CC1,4,4,-0.1,-4,-5,-1,-13,25,-2
O=[N+]([O-])c1ccc(COc2ccc(Br)cc2CN2CCOCC2)cc1,10,-6,12,-12,-3,-1,-2,10,-4
COc1ccccc1N(CC(O)Cn1nc(C)cc1C)S(=O)(=O)c1ccccc1 (centres undefined),-7,6,0.4,-3,-5,2,-6,1,4
O=C(Nc1cccc(-c2cccc(Cl)c2)c1)C1CCN(C2CCC2)CC1,7,-5,11,-5,-6,15,-1,10,6
NC(=O)CSc1nnc(COc2ccccc2)n1Cc1ccco1,2,4,0.1,-1,6,1,-10,-6,-6
COc1ccc(Oc2nc(-c3cccnc3)nc3ccccc23)cc1,4,-5,3.0,2,-23,9,7,-9,-1
CCN1CCN(CC(=O)N2N=C(c3cccs3)CC2c2ccc(OC)c(OC)c2)C(=O)C1=O (centres undefined),6,6,0.7,-2,1,0,-19,10,-12
COc1cc(NC(C(=O)Nc2cccc(C(C)=O)c2)c2ccccc2)cc(OC)c1OC (centres undefined),-1,2,0.3,2,1,3,2,6,-4
Cc1cccc(/C=N/c2sc3c(c2C#N)CCN(Cc2ccccc2)C3)c1O,-2,1,0.1,-2,-4,1,9,-11,-2
COc1ccc(C2SCC(C(=O)O)N2C(C)=O)cc1OC (centres undefined),-3,2,1.1,1,16,2,-8,32,-16
Cc1ccc(C(=O)Nc2nccs2)cc1S(=O)(=O)N1CCCCC1,8,-11,3.4,0,4,13,4,12,1
Cc1cc2oc(C(=O)NC3CCS(=O)(=O)C3)c(C)c2cc1C (centres undefined),1,4,0.2,-3,4,1,-4,11,7
c1ccc(OCc2ccc(CCCN3CCOCC3)cc2)cc1,22,-10,1.6,-5,-17,4,8,-7,22
COC(=O)C[C@H]1C[C@@H]2c3cc(NC(=O)CN(C)C)ccc3O[C@@H]2[C@H](CO)O1,2,6,0.9,-1,6,1,-11,17,-12
CCOC(=O)CSc1nnc(Cn2nnc3ccccc32)n1-c1ccc(F)cc1,16,-3,0.2,-1,0,0,-16,15,0
O=S1(=O)c2c(F)cccc2O[C@@H](COCc2ccccc2)CN1CCc1ccc(F)cc1,10,-11,1.3,2,-9,3,8,-8,8
COC(=O)C1C(O)C(C)C(O)C(C)(O)/C=C\C=C(/C)C(=O)Nc2c(C)c(OC(C)=O)c3c(c2O)C(=O)C(C)=C2OCOC(=C23)/C(C)=C/C(C)(O)C(O)C(C)C1O (centres undefined),1,-3,-0.1,-2,-3,0,-14,2,-14
CCn1nc(C)c(Oc2ccccc2O)c1C,2,-3,1.1,6,7,7,14,1,-10
CN(/N=C/c1ccccc1)C(=S)c1ccccc1,20,-13,2.5,-1,-11,10,-4,9,5
C=C1CCN([C@H](C(=O)NCc2ccc(OC)cc2)C(C)C)S(=O)(=O)c2ccccc21,15,-6,-0.4,0,0,0,-7,-11,-9
O=C(Nc1ccc(C(=O)N2CCOCC2)cc1)c1cccc([N+](=O)[O-])c1,-2,-5,0.5,2,-2,1,0,10,-16
Cc1cccc(N2CCN(S(=O)(=O)c3c(C)[nH]c(C)c3C(=O)N3CCCCC3)CC2)c1C,2,-2,0.8,-2,12,1,-16,5,-6
CCOC(=O)C(=O)Nc1ccc(S(=O)(=O)Nc2ncccn2)cc1,7,-4,-0.3,3,4,1,0,-7,1
Cc1c(NC(=O)CSc2nc(-c3ccco3)cc(C(F)(F)F)n2)c(=O)n(-c2ccccc2)n1C,-4,-4,-0.1,0,-3,0,1,15,-3
CCC(C)(C)NC(=O)C(c1ccc(OC)cc1)N(C(=O)CCC(=O)Nc1cc(C)on1)c1cccc(OC)c1 (centres undefined),11,4,-0.6,-3,-2,1,7,-17,-3
FC(F)(F)c1nc2ccccc2n2c(-c3ccc(Cl)cc3)nnc12,-8,-3,0.2,-2,-4,0,0,-6,11

# Record cards, as listed above.
# `c1ccc(OCc2ccc(CCCN3CCOCC3)cc2)cc1` across the screens: M5 antag: 22; CHRM5 PAM: -10; CHO-K1 Ca ag: 1.6; CHRM5 agonist: -5; CHRM4 PAM: -17; M4 ag: 4; CHO-K1 Ca antag: 8; CHO-K1 Ca PAM: -7; CHRM4 antagonist: 22
# `CCN1CCN(CC(=O)N2N=C(c3cccs3)CC2c2ccc(OC)c(OC)c2)C(=O)C1=O` (centres undefined) across the screens: M5 antag: 6; CHRM5 PAM: 6; CHO-K1 Ca ag: 0.7; CHRM5 agonist: -2; CHRM4 PAM: 1; M4 ag: 0; CHO-K1 Ca antag: -19; CHO-K1 Ca PAM: 10; CHRM4 antagonist: -12

# The list continues:
SMILES,M5 antag,CHRM5 PAM,CHO-K1 Ca ag,CHRM5 agonist,CHRM4 PAM,M4 ag,CHO-K1 Ca antag,CHO-K1 Ca PAM,CHRM4 antagonist
CCS(=O)(=O)NCc1csc(-c2ccccc2)n1,-1,-1,-0.2,1,2,1,-2,5,3
CN1CCN(C(=O)CCN2C(=O)c3ccccc3S2(=O)=O)CC1,-4,10,1.8,4,3,1,1,10,8
CC[C@H](C)[C@H](NC(N)=O)C(=O)Nc1ccc(NC(C)=O)cc1,0,4,0.3,1,2,1,-18,19,-5
Cc1ccc(C(=O)COC(=O)CNC(=O)CNC(=O)c2ccc(C)cc2)cc1,-4,1,0.7,-1,10,0,-13,26,3
CCc1ccc(S(=O)(=O)NCCc2cn3cccc(C)c3n2)s1,-2,-4,0.9,0,-1,2,-6,20,0
O=C(NCc1cccc(Cl)c1)C1Cc2c(-c3cccc(F)c3)ccnc2O1 (centres undefined),-11,6,-0.3,2,7,0,5,-9,0
O=C(CSc1cccc2cccnc12)NCc1ccco1,-5,-4,0.7,-2,0,2,23,-7,-11
CCN(c1ccc(F)cc1)S(=O)(=O)c1cccc2nsnc12,12,2,-0.3,-4,-1,0,-13,14,-1
S=C(NCCN1CCOCC1)Nc1ccccc1Cl,2,-3,0.2,-1,14,0,-9,20,-2
C=CCn1c(C(c2ccccc2)c2ccccc2)n[nH]c1=S,-4,-1,1.4,-7,-2,-1,-2,19,-3
Cc1cccc(N2C(=O)C(CC(=O)Nc3cccc(F)c3)N(CCc3ccncc3)C2=O)c1 (centres undefined),0,0,0.6,-2,-1,3,-5,4,-10
CCc1ccc(Nc2ncnc3nc[nH]c23)cc1,-6,5,-0.7,-3,5,-1,-8,2,0
COc1cc(/C=C/C(=O)OCC(=O)N2CCC(Cc3ccccc3)CC2)ccc1O,8,-4,5.0,1,0,3,0,8,0
COC(=O)c1ccc(NCC(=O)Nc2cc(C)cc(C)c2)cc1,13,1,0.7,0,1,2,-6,-2,-11
C=CCOc1ccc(C2NC(=S)NC(c3ccccc3)=C2C(C)=O)cc1OC (centres undefined),5,4,-0.1,0,7,1,-11,3,10
COc1ccccc1N=C1NC(=O)/C(=C/c2ccc(N(C)C)cc2)S1,36*,-15,32*,51*,-14,22,29*,0,14
CCCCNC(=O)[C@H]1C[C@H]1[C@@H](O)[C@H](CO)NC(=O)[C@H](COCc1ccccc1)NC(=O)OC(C)(C)C,12,4,0.1,-5,11,-1,-10,10,-10
c1ccc(CSc2ncn(-c3ccccc3)n2)cc1,-1,2,-0.4,-3,-2,2,5,-4,-7
Cc1cc(/C=N/n2c(COc3ccccc3)nc3ccccc3c2=O)c(O)c([N+](=O)[O-])c1,-2,-4,0.9,-3,5,1,-4,22,10
COc1ccc(-n2nc(C(=O)NCC(=O)N3CCC(C(N)=O)CC3)c3ccccc3c2=O)cc1OC,18,-2,-0.1,-2,12,2,-7,11,-4
CN(C)CCn1c2c(c(SCC(=O)NCc3ccccc3)nc1=O)CCCC2,9,1,3.2,-1,8,1,-13,20,-6
Cc1cccc(C)c1OCC(=O)N/N=C/c1cc2c(cc1[N+](=O)[O-])OCO2,-4,3,0.4,2,-12,-1,-6,21,7
CCOC(=O)c1ccc([N+](=O)[O-])c(CS(=O)(=O)c2ccc(Cl)cc2)c1,3,-9,6.6,-5,-12,7,-15,18,2
COc1cccc(N(C(=O)C2CSC(=O)C2)C(C(=O)NC(C)(C)C)c2ccncc2)c1 (centres undefined),0,6,-0.5,2,5,1,-5,6,-4
COc1ccc(NC(=O)c2nc[nH]c2C(=O)N[C@@H](C)C(=O)OC(C)(C)C)cc1,7,3,-0.7,-8,-1,1,3,-19,4
O=C(Nc1cccc(C(=O)Nc2ccccc2F)c1)c1ccccc1,14,-13,4.2,-2,0,5,-29,26,-8
C[C@@H]1CN([C@H](C)CO)S(=O)(=O)c2ccc(C3=CCCCC3)cc2O[C@H]1CN(C)C(=O)Cc1cccnc1,-5,-1,3.1,1,-1,7,-5,6,-23
CC1CCCCC1NS(=O)(=O)c1ccc(S(=O)(=O)N2CCN(CCC#N)CC2)cc1 (centres undefined),-5,-5,0.0,-2,-6,4,-1,-1,-8
Cc1ccc(NC(=O)c2ccc(NCCCN3CCOCC3)c([N+](=O)[O-])c2)cc1Cl,10,-4,4.5,-5,-2,3,1,9,7

# Part of the list above, reduced to M4 ag, M5 antag and CHRM4 antagonist:
structure | M4 ag | M5 antag | CHRM4 antagonist
COc1ccc(NC(=O)c2nc[nH]c2C(=O)N[C@@H](C)C(=O)OC(C)(C)C)cc1 | 1 | 7 | 4
O=C(Nc1cccc(C(=O)Nc2ccccc2F)c1)c1ccccc1 | 5 | 14 | -8
